High-throughput results from PubChem.
HCMV inh = qHTS Assay for inhibitors of the human cytomegalovirus (HCMV). hit rate 4.5% among 410,000. AID 1259415, 2018. HFF cells, HCMV-luciferase reporter, 72 h; active compounds read low. activity change, negative = inhibition, % at 57.5 µM; in the data active = activity change below about -60%; inconclusive = no clear call, values can overlap the other calls; inactive = above about -39%
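After 16 h attachment at 37C, HFF cells received test compound and HCMV-luciferase (1 PFU/cell); reporter luminescence read 72 h later, data normalized against buffer-only and known inhibitor Salinomycin.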
Sm TGR inh = qHTS Assay for the Inhibitors of Schistosoma Mansoni Peroxiredoxins; Schistosoma mansoni thioredoxin glutathione reductase (TGR), Q962Y6; hit rate 3% among 360,000; purified TGR, DTNB reduction, TNB absorbance 405 nm; Potency, µM (titrated, usually from 114 µM), inactives show at the top dose activity change, negative = inhibition, usual class: inhibitors; AID 485364, 2010; note: potency is the fitted concentration of half-maximal effect; nearly all actives have a fitted effect of over 60% in size
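First, TGR (20 nM dispensed) and NADPH were mixed with compound. Second, a 15 min room-temperature incubation followed. Third, further NADPH and then DTNB were added to start the reaction. Finally, TNB absorbance was monitored kinetically.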
AmpC detergent = qHTS Inhibitors of AmpC Beta-Lactamase (assay with detergent) | AmpC hydrolysis of nitrocefin, absorbance 480 nm, 0.01% Triton | Potency, µM (doses to about 114 µM), for inactives: top-dose activity change, negative = inhibition, hits mostly inhibitors | hit rate 0.041% among 370,000 | AID 485294, 2010;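 note: potency is the fitted concentration of half-maximal effect; 0% = no-compound wells and -100% = no-enzyme wells; nearly all actives have a fitted effect of over 25% in size; some results filed as inactive show a strong effect at the top dose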
Target sequence (P00811 whole entry, looked up): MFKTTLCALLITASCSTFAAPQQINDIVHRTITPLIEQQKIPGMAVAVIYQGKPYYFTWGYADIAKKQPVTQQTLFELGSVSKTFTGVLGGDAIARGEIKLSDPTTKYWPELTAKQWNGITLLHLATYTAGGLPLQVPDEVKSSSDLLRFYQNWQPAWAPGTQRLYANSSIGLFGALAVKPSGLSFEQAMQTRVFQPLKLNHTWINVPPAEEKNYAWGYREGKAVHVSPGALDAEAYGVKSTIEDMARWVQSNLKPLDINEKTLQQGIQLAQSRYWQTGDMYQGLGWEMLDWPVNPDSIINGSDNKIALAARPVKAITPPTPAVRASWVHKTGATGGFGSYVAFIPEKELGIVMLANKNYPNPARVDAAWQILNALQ
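AmpC (5.3 nM in the dispensed reagent) in 20 mM phosphate pH 7.0 with 0.01% (detergent screen) or 0.0001% Triton X-100 was preincubated with compounds for 15 min at room temperature. Nitrocefin was then added from an 800 uM solution, and hydrolysis was followed at 480 nm.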
LmPK inh = qHTS Assay for Inhibitors of Leishmania Mexicana Pyruvate Kinase (LmPK); Q27686; purified LmPK, Kinase-Glo ATP luminescence, 1 h; Potency, µM (titrated, usually from 57.5 µM), without a hit: at the highest dose activity change, negative = inhibition, hits mostly inhibitors; hit rate 0.37% among 290,000; AID 1721, 2009; note: potency is the fitted concentration of half-maximal effect
Target sequence (Q27686 whole entry, looked up): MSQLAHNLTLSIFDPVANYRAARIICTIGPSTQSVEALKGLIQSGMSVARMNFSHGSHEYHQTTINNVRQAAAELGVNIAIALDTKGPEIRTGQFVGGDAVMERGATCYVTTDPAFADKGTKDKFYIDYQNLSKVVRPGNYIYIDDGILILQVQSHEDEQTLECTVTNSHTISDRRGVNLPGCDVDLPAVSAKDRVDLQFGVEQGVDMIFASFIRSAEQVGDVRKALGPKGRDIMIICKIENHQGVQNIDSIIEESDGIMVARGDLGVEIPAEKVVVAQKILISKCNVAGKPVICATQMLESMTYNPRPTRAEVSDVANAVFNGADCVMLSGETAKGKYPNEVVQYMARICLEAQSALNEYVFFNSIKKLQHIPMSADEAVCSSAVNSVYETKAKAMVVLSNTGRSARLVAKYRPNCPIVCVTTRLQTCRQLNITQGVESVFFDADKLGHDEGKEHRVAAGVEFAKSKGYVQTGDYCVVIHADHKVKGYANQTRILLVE
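Purified LmPK (0.1 nM) with 0.5 mM PEP and 0.1 mM ADP in imidazole buffer pH 7.2 with MgCl2/KCl, 1 h at room temperature. ATP formed was read by luciferase luminescence and normalized to no-enzyme and uninhibited controls.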
AmpC inh no detg = qHTS Inhibitors of AmpC Beta-Lactamase (assay without detergent); hit rate 0.52% among 330,000; AID 485341, 2010; P00811; Potency, µM (highest dose often 57.1 µM), inactives show at the highest dose activity change, negative = inhibition, most hits filed as inhibitors; AmpC nitrocefin hydrolysis, absorbance 480 nm, 0.0001% Triton;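 note: potency is the fitted concentration of half-maximal effect; plate controls were no compound for no effect and no enzyme for full effect; nearly all actives have a fitted effect of over 20% in size; some results filed as inactive show a strong effect at the top dose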
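20 mM phosphate pH 7.0 + 0.01% (detergent screen) or 0.0001% Triton X-100; 5.3 nM AmpC reagent; cpd preinc 15 min RT; nitrocefin (800 uM stock) to start; A480 q20 s × 4 min; Activity was normalised to no-enzyme and no-compound control wells.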
AMA1 RON2 block = qHTS for Inhibitors of AMA1-RON; Towards Development of Antimalarial Drug Lead: Primary Screen | AID 720542, 2013 | Plasmodium falciparum AMA1 (3D7) - RON2 peptide interaction | Potency, µM (doses to about 58.2 µM), for inactives: at the highest dose activity change, negative = inhibition, actives largely listed as inhibitors | AlphaScreen AMA1-biotinylated RON2 peptide binding | hit rate 0.2% among 360,000;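 note: potency is the fitted concentration of half-maximal effect; 0% = vehicle wells and -100% = peptide control; nearly all actives have a fitted effect of over 45% in size; some results filed as inactive show a strong effect at the top dose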
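AMA1 (3D7) with his tag at 25 nM final met compounds first, then biotinylated RON2 peptide at 25 nM; detection used donor plus acceptor beads, 10 µg/mL apiece, read by AlphaScreen after 30 min at room temperature.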
TbPYK inhibitor = qHTS of Trypanosoma Brucei Inhibitors; AID 624173, 2012; TbPYK enzyme, Kinase-Glo Plus ATP luminescence, 45 min; hit rate 0.12% among 410,000; Potency, µM (series often up to 76.8 µM), inactives show at the top dose activity, negative = inhibition, actives largely listed as inhibitors; note: potency is the fitted concentration of half-maximal effect; nearly all actives have a fitted effect of over 50% in size
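Glycolytic pyruvate kinase of T. brucei was incubated with substrate, test compound and 130 uM ADP for 45 minutes at room temperature. Luminescent Kinase-Glo Plus signal was measured after 10 minutes.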
An asterisk follows results filed as active; ? = inconclusive; nt = not tested or not shown; [ ] = remark or other dose. Unless noted, calls come from the whole dose curve; as a rule, active = well fitted curve in the direction sought with a large enough effect; inconclusive = small, poorly fitted or top-dose-only effect, or another doubt; inactive = no such curve, though single readings can be large; an effect the other way counts as inactive or inconclusive. Unless noted, % is set by controls: 0 for no effect and ±100 for the full control effect. An unsorted share of the library. Share with any hit: about 7.4%.

The opening nine compounds, to show the layout:
SMILES	HCMV inh	Sm TGR inh	AmpC detergent	LmPK inh	AmpC inh no detg	AMA1 RON2 block	TbPYK inhibitor
Nc1cc(=O)[nH]c(SCC(=O)Nc2ccccc2-c2ccccc2)n1	-17	3%	-10%	0%	-23%	-7%	-5%
CC(OC(=O)c1ccc(NS(=O)(=O)c2cccs2)cc1)C(=O)N(C)C1CCCCC1 (stereo not drawn)	-25	3%	-7%	-1%	-11%	5%	-6%
COc1cc(OC)cc(-c2cc3nc(C)c(CCC(=O)NCc4ccc(Cl)cc4)c(C)n3n2)c1	-61*	0%	21%	nt	nt	nt	-8%
CCC12CN3CC(CC)(CN(C1)C3c1cc(Br)ccc1OC)C2=O (stereo not drawn)	0	3%	14%	nt	nt	nt	-1%
Brc1ccc(-c2nnc3sc(CNC4CCCC4)cn23)cc1	1	2%	-7%	1%	4%	-2%	-2%
COc1ccc(-c2nnc(SCc3nnc(-c4ccccc4)o3)n2-c2ccccc2)cc1	?	0%	?	-1%	-11%	-2%	8%
CCOC(=O)c1c(NC(=O)Cn2cnc3sc(C)c(-c4ccccc4)c3c2=O)sc(C)c1C	?	0%	-1%	4%	-7%	-2%	2%
CCOC(=O)CN1C(=O)C(=O)N(Cc2c(F)cccc2Cl)C1=O	9	2%	-12%	1%	-7%	1%	7%
O=C1CCCN2N=C(SCC(=O)Nc3ccccc3C(F)(F)F)SC2=N1	72	-1%	-7%	2%	-8%	10%	0%

Results (from the top)
SMILES	HCMV inh	Sm TGR inh	AmpC detergent	LmPK inh	AmpC inh no detg	AMA1 RON2 block	TbPYK inhibitor
Nc1cc(=O)[nH]c(SCC(=O)Nc2ccccc2-c2ccccc2)n1	-17	3%	-10%	0%	-23%	-7%	-5%
CC(OC(=O)c1ccc(NS(=O)(=O)c2cccs2)cc1)C(=O)N(C)C1CCCCC1 (stereo not drawn)	-25	3%	-7%	-1%	-11%	5%	-6%
COc1cc(OC)cc(-c2cc3nc(C)c(CCC(=O)NCc4ccc(Cl)cc4)c(C)n3n2)c1	-61*	0%	21%	nt	nt	nt	-8%
CCC12CN3CC(CC)(CN(C1)C3c1cc(Br)ccc1OC)C2=O (stereo not drawn)	0	3%	14%	nt	nt	nt	-1%
Brc1ccc(-c2nnc3sc(CNC4CCCC4)cn23)cc1	1	2%	-7%	1%	4%	-2%	-2%
COc1ccc(-c2nnc(SCc3nnc(-c4ccccc4)o3)n2-c2ccccc2)cc1	?	0%	?	-1%	-11%	-2%	8%
CCOC(=O)c1c(NC(=O)Cn2cnc3sc(C)c(-c4ccccc4)c3c2=O)sc(C)c1C	?	0%	-1%	4%	-7%	-2%	2%
CCOC(=O)CN1C(=O)C(=O)N(Cc2c(F)cccc2Cl)C1=O	9	2%	-12%	1%	-7%	1%	7%
O=C1CCCN2N=C(SCC(=O)Nc3ccccc3C(F)(F)F)SC2=N1	72	-1%	-7%	2%	-8%	10%	0%
COc1ccccc1NS(=O)(=O)c1cc(C(=O)NCC(c2ccco2)N(C)C)ccc1C (stereo not drawn)	-12	-9%	-1%	nt	-5%	-6%	-14%
O=S(=O)(c1ccccc1)N1CN(Cc2ccc(F)cc2)c2nc3ccccc3nc21	-39	0%	4%	6%	-33%	-22%	-6%
N=c1ccn(Cc2ccc(Cl)cc2)cc1	-93*	0%	-9%	0%	-1%	-2%	-7%
Cn1c(CC(=O)Nc2ccccc2F)nnc1SCC(=O)Nc1ccccc1Br	4	-1%	-10%	-1%	-8%	-17%	2%
CCOC(=O)c1[nH]c2ccccc2c1NC(=S)Nc1ccccc1C	46	-22%	1%	-2%	-9%	96%[activator]	-8%
CCCN(CCC)C(=O)/C=C/c1cccc([N+](=O)[O-])c1	11	11%	1%	-6%	-8%	0%	2%
CCOc1cccc(-c2nnc3sc(-c4cccs4)nn23)c1	?	1%	-16%	-3%	-18%	-7%	3%
c1ccc(N=C2SCCCS2)cc1	?	nt	nt	nt	nt	6%	-4%
CCC(C)[C@H](N)C(=O)NC[C@H]1CC[C@H](C(=O)N[C@@H](Cc2ccccc2)C(=O)O)CC1 (stereo partly drawn)	-2	-3%	-3%	-2%	-7%	0%	-8%
COc1ccc(-c2csc(NC(=O)c3ccoc3C)n2)cc1	?	3%	-7%	0%	-38%	-21%	-12%
Cc1ccc(-n2c(C)nnc2SCC(=O)N2CCc3ccccc3C2)cc1C	-8	5%	?	-2%	122%[activator]	7%	-11%

Two entries from above, bar-delimited:
structure | HCMV inh | Sm TGR inh | AmpC detergent | LmPK inh | AmpC inh no detg | AMA1 RON2 block | TbPYK inhibitor
CCOc1cccc(-c2nnc3sc(-c4cccs4)nn23)c1 | ? | 1% | -16% | -3% | -18% | -7% | 3%
c1ccc(N=C2SCCCS2)cc1 | ? | nt | nt | nt | nt | 6% | -4%

Continued:
SMILES	HCMV inh	Sm TGR inh	AmpC detergent	LmPK inh	AmpC inh no detg	AMA1 RON2 block	TbPYK inhibitor
COc1cc(SC)ccc1C(=O)N1CCCCCC1	5	-1%	-3%	3%	-13%	-6%	1%
Cc1ccc(SCCNC(=O)c2ccc(C)c([N+](=O)[O-])c2)cc1	4	18%	-3%	0%	-19%	-12%	-1%
Cc1cc(C(=O)Nc2ccc(Br)cn2)sc1C	14	-11%	-2%	nt	-25%	-2%	-7%
O=C(c1ccco1)N1CCn2cccc2C1c1ccccc1 (stereo not drawn)	9	35µM*	-2%	4%	-1%	-12%	-3%
CCC1(CC)CNC(=O)NC1=O	14	nt	nt	nt	nt	-10%	-3%
Cn1sc(NC(=O)c2ccc(Cl)cc2)nc1=O	68	3%	1%	-6%	-3%	-8%	2%
CCc1ccc2[nH]c3nc(SCc4nnc(-c5ccccc5)o4)nnc3c2c1	-28	11%	-9%	0%	-1%	-17%	3%
CCC(C)NS(=O)(=O)c1ccc(F)c(C(=O)Nc2c(F)cc(F)cc2Br)c1 (stereo not drawn)	30	-11%	-11%	-3%	-38%	-1%	1%
CCc1ccc(N(CC)C(=O)c2cn(C)c(=O)c3cc(OC)c(OC)cc23)cc1	-11	-1%	-10%	nt	nt	nt	1%
CC(C)On1c(SC(C)C)nc2ccccc2c1=O	-10	1%	5%	-2%	-8%	-8%	nt
COc1ccc(CNC(=O)C[C@H]2C(=O)N(Cc3ccc(OC)cc3)C[C@@H]2Cc2ccccc2)cc1	-24	0%	?	4%	89%[activator]	3%	3%
OCC[C@H]1C[C@H](O)[C@@H](O)[C@@]2(Cc3ccccc3CO2)O1	-2	0%	-9%	nt	-14%	1%	2%
CC1(C)CC(=O)C(C(c2cccnc2)C2C(=O)CC(C)(C)CC2=O)C(=O)C1	10	-21%	?	4%	-15%	-17%	-14%
CCOc1ccc2ccccc2c1C(=O)N1CCOCC1	90	-18%	4%	1%	-8%	0%	-7%
Cc1cc(C)n2nc(C(=O)OCC(=O)N3CCC3)nc2n1	?	0%	-3%	1%	-38%	-8%	-6%
CN(C)c1ccc(NC(=S)NCC2CCCO2)cc1 (stereo not drawn)	89	-13%	-11%	1%	-28%	-25%	-1%
COc1ccc(CCNC(=O)CSc2nncs2)cc1	41	4%	-1%	-5%	-5%	16%	-17%
COc1ccc2[nH]c(C)c(CCNS(=O)(=O)c3cc(F)ccc3OC)c2c1	-1	-4%	1%	nt	nt	nt	-11%
O=C(Nc1nc(-c2ccccc2)cs1)NC1CCCCC1	-13	4%	-2%	1%	-35%	-5%	-2%
O=C(CCC1CCCN(C(=O)COc2ccccc2)C1)N1CCN(c2ccccn2)CC1 (stereo not drawn)	-26	27%	6%	3%	115%[activator]	-5%	-5%
Cc1ccc(S(=O)(=O)NC2(C(=O)O)CCCC2)cc1	4	nt	nt	nt	nt	7%	-4%
Cc1ccn2c(c1)nc(=S)n2C(=O)c1ccco1	nt	-17%	-2%	?	-31%	nt	nt
Cc1ccc(CN2CCNC(=O)C2CC(=O)NC2CCCCCC2)o1 (stereo not drawn)	14	?	-5%	10%	15%	9%	-5%
COc1ccc(C(=O)/C=C2\NCC3c4ccccc4CCN3C2=O)cc1 (stereo not drawn)	40	-20%	?	1%	-3%	4%	-4%
CCOC(=O)N1CCC(NC(=O)c2ccc3c(c2)N(Cc2ccccc2C)C(=O)c2ccccc2S3=O)CC1 (stereo not drawn)	-17	1%	-13%	nt	nt	nt	-5%
CC(O)(c1cccc(F)c1)c1nc(-c2cccc(F)c2)cs1 (stereo not drawn)	-18	nt	nt	nt	nt	19%	-1%
CC(C)CC(=O)Nc1ccc(C(=O)NNC(=S)NC(=O)C2CCCCC2)cc1	?	21%	-12%	-7%	-44%	48%[activator]	-8%
COc1cc2ccc(=O)oc2c(CC=C(C)C)c1OC	6	-7%	6%	1%	-20%	8%	-2%
CCOCCCNC(=O)C1CCN(C(=O)c2cc3sccc3n2C)CC1	5	3%	1%	nt	nt	nt	-2%
CC(C)OCCCNC(=O)CN1C(=O)c2cccc3cccc1c23	2	5%	1%	-5%	1%	-12%	1%
CCCCNc1cc(C)nc(NCc2ccccc2)n1	nt	-3%	-14%	3%	31%	-20%	1%
O=C1CCCc2c1cc(-c1ccccc1)n2-c1ccccc1	79	-21%	?	5%	-7%	?	5%
C[C@@]12CCC3[C@@](CCC4[C@@]3(C)CCC[C@@]4(C)C(=O)N3CCOCC3)(CC1=O)C2 (stereo partly drawn)	-19	nt	nt	nt	161%[activator]	-1%	2%
O=C(N/N=C/c1ccc(F)cc1)c1ccccc1	-19	2%	2%	-18%	-22%	0%	-10%
O=C(NCc1cccnc1)c1nn(-c2ccccc2F)nc1CO	8	-4%	3%	nt	nt	nt	3%
CC(=O)c1c(C)n([O-])c2cc(F)c(F)cc2[n+]1=O	?	?	9%	3%	-16%	0%	-12%
COc1ccc(CNC(=O)CN(C(=O)c2csnn2)c2ccc(C(C)=O)cc2)cc1	-12	-19%	6%	1%	-16%	12%	-2%
